RGS4 inh: human RGS4 inhibition | HEK293 M3R/RGS4 inducible, Fluo-4 calcium flux; active compounds read high; triggered by carbachol at its EC20 | P49798 | B-score at 10 µM | 310,000 compounds, 0.45% hits;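 active = B-score, a plate-corrected calcium signal, over three deviations above library mean, with baseline fluorescence within five deviations of library mean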;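 also: RGS4 expression induced by doxycycline in cells with stable M3 receptor; B-score is computed from the integrated fluorescence ratio over baseline after carbachol; higher B-score means a larger calcium signal and so more RGS4 inhibition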
KCNQ1 block: blocks the human KCNQ1 potassium channel. P51787. B-score at 10 µM. 310,000 compounds, 1.3% hits. CHO-K1 KCNQ1, FluxOR thallium flux fluorescence; active compounds read high;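 active = compounds whose thallium flux B-score, printed positive for inhibition, exceeds three library SD while starting fluorescence stays within three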;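 also: channel opened by potassium depolarization with thallium stimulus after 20 min compound exposure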
Target sequence (P51787 whole entry, looked up): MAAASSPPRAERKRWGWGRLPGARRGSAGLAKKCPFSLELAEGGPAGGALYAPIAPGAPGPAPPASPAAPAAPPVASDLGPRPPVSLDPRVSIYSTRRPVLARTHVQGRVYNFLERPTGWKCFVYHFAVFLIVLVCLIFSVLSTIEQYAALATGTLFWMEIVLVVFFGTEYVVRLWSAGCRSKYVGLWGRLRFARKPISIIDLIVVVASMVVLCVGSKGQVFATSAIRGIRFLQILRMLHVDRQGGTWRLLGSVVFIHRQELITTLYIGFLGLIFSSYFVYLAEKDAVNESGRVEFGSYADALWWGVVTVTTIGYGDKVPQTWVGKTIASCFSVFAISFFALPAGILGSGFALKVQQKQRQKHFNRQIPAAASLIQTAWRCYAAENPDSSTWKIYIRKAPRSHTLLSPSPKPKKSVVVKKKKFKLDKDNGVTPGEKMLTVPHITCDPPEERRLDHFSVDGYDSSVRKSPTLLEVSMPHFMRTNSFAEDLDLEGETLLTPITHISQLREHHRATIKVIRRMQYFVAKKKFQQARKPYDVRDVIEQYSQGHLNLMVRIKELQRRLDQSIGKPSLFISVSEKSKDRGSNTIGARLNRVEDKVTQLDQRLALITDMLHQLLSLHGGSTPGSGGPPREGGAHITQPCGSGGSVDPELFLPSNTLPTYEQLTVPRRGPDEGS
ANO1 activ: mouse TMEM16A channel activation, primary screen. Q8BHY3. HEK293 TMEM16A/YFP-H148Q/I152L, iodide quench fluorescence; active compounds read low. B-score at 10 µM. 340,000 compounds, 0.3% hits. AID 623877;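 active = fluorescence-ratio B-score plate-corrected deviation score at least 3 library SD below zero, with starting fluorescence score within 5 deviations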;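 also: channel opened by trigger with iodide after compound preincubation; score built on the fluorescence ratio of max minus min over baseline; more negative score means more quench and so TMEM16A activation or potentiation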
MrgX1 ag: agonists of human MrgX1 receptor | MrgX1-HEK293 cells, Fluo-4 calcium fluorescence, agonist mode; active compounds read high | B-score at 10 µM | 310,000 compounds, 0.44% hits;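 active = calcium response B-score plate-corrected fluorescence ratio at least 3 library SD, with starting fluorescence B-score inside 5 SD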
Target sequence (Q96LB2 whole entry, looked up): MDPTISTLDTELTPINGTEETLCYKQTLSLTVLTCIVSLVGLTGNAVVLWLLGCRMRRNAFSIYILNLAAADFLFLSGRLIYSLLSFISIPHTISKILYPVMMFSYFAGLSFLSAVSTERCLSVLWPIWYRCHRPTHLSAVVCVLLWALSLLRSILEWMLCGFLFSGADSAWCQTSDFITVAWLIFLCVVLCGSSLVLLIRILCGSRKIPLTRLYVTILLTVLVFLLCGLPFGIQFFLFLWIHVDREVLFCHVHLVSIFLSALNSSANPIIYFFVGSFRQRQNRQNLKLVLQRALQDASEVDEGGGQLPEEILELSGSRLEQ
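Assay system: MrgX1-expressing HEK293 cells / Amount: fifteen thousand cells per well / Doses: test compound in the initial addition of three / Timing: cells plated overnight, dye loaded 0.5 h 37 °C, 0.5 h room temperature / Technique: kinetic calcium dye fluorescence, Fluo-4 NW / Control set: positive and negative controls per plate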
KCNK9 inh: human KCNK9 channel inhibition. Q9NPC2. B-score at 10 µM. HEK293 KCNK9, FluxOR thallium flux fluorescence; active compounds read low. AID 488922. 310,000 compounds, 1.2% hits;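 active = ratio B-score over 3 SD below the library mean, with starting fluorescence within 5 SD of its mean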;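 also: negative B-score means less thallium flux so channel inhibition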
RGS4 act: potentiators or activators of RGS4 | B-score at 10 µM | HEK293 M3R/inducible RGS4, carbachol calcium flux Fluo4; active compounds read low | 310,000 compounds, 0.92% hits;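 active = B-score of the integrated calcium signal more than 4 SD below the library mean, with starting fluorescence not abnormally high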;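 also: negative B-score means reduced calcium response which marks RGS4 activation or potentiation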
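Detection: kinetic calcium fluorescence imaging with Fluo4-AM dye, 2 µM / Material: HEK293 cells with stable M3R and inducible RGS4 / Schedule: recording 10 s baseline at 1 Hz, 100 s post-agonist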
MrgX1 PAM: human MrgX1 positive allosteric modulation, primary screen. Q96LB2. AID 588675. B-score at 10 µM. 310,000 compounds, 0.63% hits. MrgX1-HEK293, Fluo-4 calcium flux, FDSS; active compounds read high;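 active = plate-corrected calcium response at least 3 library SD above typical, normal starting fluorescence, not activating the receptor alone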;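 also: compound read alongside a low EC10 to EC30 dose of BAM8-22 agonist; peak minus trough fluorescence over baseline measured at the second addition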
KCNK3 block: human KCNK3 channel inhibition, primary screen | O14649 | CHO-KCNK3 thallium flux, FluxOR fluorescence; active compounds read low | B-score at 10 µM | 340,000 compounds, 0.84% hits;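 active = B-score under library mean minus 4 SD, starting fluorescence ratio at most library mean plus 5 SD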;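 also: more negative B-score means stronger inhibition of thallium flux through KCNK3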
KCNQ1 act: potentiates or activates the human KCNQ1 potassium channel. AID 2648. 310,000 compounds, 0.35% hits. CHO-K1 KCNQ1, thallium flux FluxOR fluorescence; active compounds read high. B-score at 10 µM;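 active = fluorescence ratio B-score, a plate-corrected score, at least three library SD, with initial intensity B-score within 5 SD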
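Medium – assay buffer, equal DMSO in all wells · Material – CHO-K1 cell line with stable KCNQ1 potassium channel expression · Signal – kinetic FluxOR thallium fluorescence, 10-s 1-Hz baseline, 110-s post-stimulus read · Compound – single concentration per compound, DMSO matched to controls · Schedule – 37 °C overnight plating, 90-min dark dye load, 20-min compound pretreatment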
TMEM16A inh: mouse TMEM16A channel inhibition, primary screen. Q8BHY3. HEK293 TMEM16A/YFP iodide influx fluorescence, ionomycin. 310,000 compounds, 1.2% hits. normalized B-score (activity score, 25-100; higher = stronger inhibition) at 10 µM;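 active = ratio plate-corrected score three or more library SD toward inhibition, starting fluorescence score within five deviations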;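 also: score derived from kinetic fluorescence span divided by baseline fluorescence per well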
hERG protect: compounds protecting human hERG from proarrhythmic drug block; Q12809; CHO-hERG, FluxOR thallium flux, dofetilide IC70 present; activation (rescue from dofetilide block), less the hit threshold, % at 10 µM; 310,000 compounds, 0.51% hits;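 active = activation above the mean of controls blocked by dofetilide plus 5 SD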;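 also: thallium influx through hERG after potassium depolarization seen as dye fluorescence rise; in these data hits start at about 4.7%; inactives centre near -7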
* hit, by the source's call; i = inactive; / = no result given.

SMILES | RGS4 inh | KCNQ1 block | ANO1 activ | MrgX1 ag | KCNK9 inh | RGS4 act | MrgX1 PAM | KCNK3 block | KCNQ1 act | TMEM16A inh | hERG protect
CCOc1ccc(N(CC(=O)N2CCN(c3ccc(F)cc3)CC2)S(=O)(=O)c2c(C)noc2C)cc1 | i | i | i | i | i | i | i | i | i | i | -12.3
O=C(c1ccncc1)c1ccc(NS(=O)(=O)c2ccc(Br)s2)cc1 | i | i | i | i | i | i | i | i | i | i | -3.6
O=c1ccc2[n+]([O-])c3ccc(O)cc3oc-2c1 | i | i | i | / | i | i | / | i | i | / | -16.1
CC1(C)CCC[C@]2(C)[C@H]3CC(=O)O[C@]3(C)CC[C@@H]12 | i | i | i | i | i | i | i | i | i | i | -5.5
COc1ccc(/C=C/C(=O)NCCNC(=O)c2ccccc2)cc1OC | i | i | i | i | i | i | i | i | i | i | -6.8
O=C(Nc1cccc(Cl)c1)C1=Cc2cc(Cl)ccc2OC1 | i | i | i | i | i | i | i | i | i | i | -10.0
CCOc1cc(C2C3=C(CCCC3=O)NC3=C2C(=O)CCC3)ccc1OCCO | i | i | i | i | i | i | i | i | i | i | -6.9
Cc1cc(=O)[nH]c(SCc2nc3ccccc3s2)n1 | i | i | i | i | i | i | i | i | i | i | -8.8
COCCCn1c(=O)c2sccc2n2c(CCCC(=O)NCc3cccc(OC)c3)nnc12 | i | i | i | i | i | i | i | i | i | i | -8.7
O=C(NCCc1ccccc1)C1CCN(C2CCN(Cc3ccc(CO)o3)CC2)CC1 | i | i | i | i | i | i | i | i | i | i | -7.6
Cc1nn2c(=O)nc3sc4c(c3c2[nH]c1=O)CCCC4 | i | i | / | i | i | i | i | / | i | i | -6.3
COc1ccc(CCNC(=O)CSc2nc(C)nc3c2c(=O)n(C)c(=O)n3C)cc1OC | i | i | i | i | i | i | i | i | i | i | -10.9
CCOC(=O)c1c(C)[nH]c(C)c1C(=O)CSc1nc2ccccc2n1CC | i | i | i | i | i | i | i | i | i | i | -20.5
COc1cccc(NC(=O)N2CCN(C(=O)C(Cc3ccc(OC)c(OC)c3)NC(C)=O)CC2)c1 (configuration not stated) | i | i | i | i | i | i | i | i | i | i | -10.4
CCc1ccc(S(=O)(=O)Nc2cc3c(cc2C)n(C)c(=O)n3C)cc1 | i | i | i | i | i | i | i | i | i | i | -15.4
COc1ccccc1-c1nn2c(C(F)(F)F)nnc2s1 | i | i | i | i | i | i | i | i | i | i | -18.5
CCC(Sc1nc2ccccc2[nH]1)C(=O)Nc1cc(C)on1 (configuration not stated) | i | i | / | i | i | i | i | i | i | i | -0.1
O=C(O)c1ccc2cc[nH]c2c1 | i | i | i | i | i | i | i | i | i | i | -3.0
Cc1cccc(OCC(=O)Nc2c3c(nn2C(C)(C)C)CS(=O)(=O)C3)c1 | i | i | i | i | i | i | i | i | i | i | -7.1
N#Cc1nc(COc2ccccc2)oc1N1CCOCC1 | i | i | i | i | i | -7.22* | i | i | i | i | -8.2
Nc1ccc(NC(=O)NC2CCCCC2)cc1 | i | i | i | i | i | i | i | i | i | i | -5.9
CCC(=O)N1CCc2cc(S(=O)(=O)NC(C(=O)NCc3ccc(F)cc3)C(C)C)ccc21 (configuration not stated) | i | i | i | i | i | i | i | i | i | i | 1.4
O=C(C[n+]1ccc(Cc2ccccc2)cc1)Nc1ccc([N+](=O)[O-])cc1Cl | i | i | i | i | i | i | i | i | i | i | -5.8
COc1ccccc1N1CCN(C2CCN(C(=O)c3cc(OC)c(OC)c(OC)c3)CC2)CC1 | i | i | i | i | i | i | i | i | i | i | -11.6
COc1ccc(S(=O)(=O)NNC(=O)c2cc3cc4ccccc4nc3s2)cc1 | i | i | i | i | i | i | i | i | i | i | -10.1
Next part.
SMILES | RGS4 inh | KCNQ1 block | ANO1 activ | MrgX1 ag | KCNK9 inh | RGS4 act | MrgX1 PAM | KCNK3 block | KCNQ1 act | TMEM16A inh | hERG protect
Fc1ccc(OCc2nc(-c3ccc(Br)o3)no2)c(F)c1 | i | i | i | i | i | i | i | i | i | i | -6.9
O=C(CCCN1C(=O)S/C(=C/C=C/c2ccccc2)C1=O)Nc1ccc(C(=O)O)cc1 | i | i | i | i | i | i | i | i | i | i | -10.5
Cc1ccccc1CNC(=O)Cn1ccc2cc(S(=O)(=O)N3CCCCCC3)ccc21 | i | i | i | i | i | i | i | i | i | i | -1.2
S=C(Cc1ccc(-c2ccccc2)cc1)N1CCOCC1 | i | i | i | i | i | i | i | i | i | i | -6.5
Cc1ccccc1N(C(=O)Cc1ccsc1)C(C(=O)NC1CCCCC1)c1ccc(F)cc1 (configuration not stated) | i | i | i | i | i | i | i | i | i | i | 3.3
Cc1csc(NC(=O)CSc2nc3[nH]ncc3c(=O)[nH]2)n1 | i | i | i | i | i | i | i | i | i | i | -19.2
CN(C)c1ccc(NC(=O)Cn2cc3c(n2)CCCC3)cc1 | i | i | i | i | i | i | i | i | i | i | -13.9
Cc1ccc(-n2nc3c(N4CCC(C(=O)NCc5cccc(F)c5)CC4)nnc(C)c3c2C)cc1 | i | i | i | i | i | i | i | i | i | i | -10.1
CCC(C)(C)NC(=O)C(c1ccccn1)N(C(=O)c1csnn1)c1ccccc1 (configuration not stated) | i | i | i | i | i | i | i | i | i | i | -15.8
O=C(NNC(=O)c1cc2cc(OC(F)(F)F)ccc2[nH]1)c1ccc(Cl)cc1 | i | i | i | i | i | i | i | i | i | i | -2.7
COCCn1cnc2c1c(=O)n(Cc1ccc(Br)cc1)c(=O)n2Cc1ccccc1 | i | i | i | i | i | i | i | i | i | i | -10.7
COc1cccc(-n2c(SCC(=O)N3CCOCC3)nnc2-c2c[nH]c3ccccc23)c1 | i | i | i | i | i | i | i | i | i | i | -8.4
CC(=O)Nc1ccc(-c2nnn(CC(=O)c3ccccc3)n2)cc1Cl | i | i | i | i | i | i | i | i | i | i | -5.5
O=CNNC(=O)c1cccc([N+](=O)[O-])c1 | i | i | i | i | i | i | i | i | i | i | -6.6
CCOc1ccc(-c2[nH]nc3c2C(c2ccc4c(c2)OCO4)C(C#N)=C(N)O3)cc1OC (configuration not stated) | i | i | i | i | i | i | i | i | i | i | -3.6
COc1ccc(-n2nc3c(N4CCC(C(=O)NCc5ccccc5C)CC4)nnc(C)c3c2C)cc1 | i | i | i | i | i | i | i | i | i | i | -16.0
Cc1cc(C)nc(NC(=O)CSc2nc3cc(Cl)ccc3s2)n1 | i | i | i | i | i | i | i | i | i | i | -9.5
O=C(NC(=O)C(F)(F)F)Nc1ccc(S(=O)(=O)Nc2nccs2)cc1 | i | i | i | i | i | i | i | i | i | i | -3.1
CCS(=O)(=O)C1=NSC2=NC(=O)/C(=C\c3ccc(OC(=O)c4ccco4)cc3)C(=N)N21 | i | i | i | i | i | i | 18.7* | i | i | i | -12.1
COc1cc(C(=O)Nc2ccc(S(=O)(=O)Nc3onc(C)c3C)cc2)cc(OC)c1OC | i | i | i | i | i | i | i | i | i | i | 0.9
O=C(CSc1nnc(-c2c[nH]c3ccccc23)o1)N1c2ccccc2CCc2ccccc21 | i | i | i | i | i | i | i | i | i | i | -7.4
CCCSc1nc(N2CCCC2)c2c(c1C#N)CC(C)(C)OC2 | i | i | i | i | i | i | i | i | i | i | -9.7
CCN(CC)C(=O)N1CCN(S(=O)(=O)c2ccccc2)CC1 | i | i | i | i | i | i | i | i | i | i | -9.6
C/C(=N\Nc1ccccn1)c1ccc(S(=O)(=O)NCc2ccco2)cc1 | i | i | i | i | i | i | i | i | i | i | -7.5
Cc1cc(NC(=O)CSc2nnnn2Cc2ccccc2)no1 | i | i | i | i | i | i | i | i | i | i | 4.0
The listing continues.
SMILES | RGS4 inh | KCNQ1 block | ANO1 activ | MrgX1 ag | KCNK9 inh | RGS4 act | MrgX1 PAM | KCNK3 block | KCNQ1 act | TMEM16A inh | hERG protect
O=C(NCCc1ccccc1)c1ccc(Cl)nc1 | i | i | i | i | i | i | i | i | i | i | -4.2
Cc1occc1C(=O)NNC(=O)C1CC1 | i | i | i | i | i | i | i | i | i | i | -6.6
COc1ccccc1N1CCN(C(=O)C2CC=CCC2C(=O)O)CC1 (configuration not stated) | i | i | i | i | i | i | i | i | i | i | -3.8
NC(=O)Cn1cc(/C=N\NS(=O)(=O)c2ccccc2)c2ccccc21 | i | i | i | i | i | i | i | i | i | i | -8.2
COc1cccc(CNn2cnnc2)c1OCc1ccc(F)cc1 | i | i | i | i | i | i | i | i | i | 100* | -14.8
O=C1CC(c2c(F)cccc2Cl)C2=C(COC2=O)N1 (configuration not stated) | i | i | i | i | i | i | i | i | i | i | -8.2
CCCCc1cc(=O)oc2cc(C)cc(OCc3nn[nH]n3)c12 | / | / | i | i | / | / | i | i | / | i | /
N=C1/C(=C/c2coc3ccccc3c2=O)C(=O)N=C2SC(c3ccco3)=NN12 | i | 7* | i | i | i | i | i | i | i | i | -26.5
COc1ccc(-c2nc(SCC(=O)Nc3c(F)cccc3F)n[nH]2)cc1 | i | i | i | i | i | i | i | i | i | i | -7.1

6 entries drawn at random from those above, as already listed:
SMILES | RGS4 inh | KCNQ1 block | ANO1 activ | MrgX1 ag | KCNK9 inh | RGS4 act | MrgX1 PAM | KCNK3 block | KCNQ1 act | TMEM16A inh | hERG protect
O=C(NCCc1ccccc1)c1ccc(Cl)nc1 | i | i | i | i | i | i | i | i | i | i | -4.2
Cc1occc1C(=O)NNC(=O)C1CC1 | i | i | i | i | i | i | i | i | i | i | -6.6
NC(=O)Cn1cc(/C=N\NS(=O)(=O)c2ccccc2)c2ccccc21 | i | i | i | i | i | i | i | i | i | i | -8.2
COc1ccccc1N1CCN(C(=O)C2CC=CCC2C(=O)O)CC1 (configuration not stated) | i | i | i | i | i | i | i | i | i | i | -3.8
O=C1CC(c2c(F)cccc2Cl)C2=C(COC2=O)N1 (configuration not stated) | i | i | i | i | i | i | i | i | i | i | -8.2
COc1cccc(CNn2cnnc2)c1OCc1ccc(F)cc1 | i | i | i | i | i | i | i | i | i | 100* | -14.8

Assay outcomes (PubChem)
